Screening results: PubChem, several laboratories
EphB4 ephrin blk: antagonists of human EphB4-ephrin-B2 interaction | AID 720 | EphB4 LBD / TNYL-RAW-Alexa532 peptide, fluorescence polarization | actives 0.15% (n = 97,000) | inhibition, % at 7 µM;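 active = inhibition above the screen-wide mean inhibition plus 3 SD, cut at about 15% in these data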;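 also: 0% = DMSO wells and 100% = excess unlabeled TNYL-RAW peptide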
Plk1 PBD FP: blocks phosphopeptide binding to human Plk1 polo box domain; Plk1 PBD phosphopeptide binding, fluorescence polarization; inhibition, %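 (tested at about 20 µM)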; actives 0.13% (n = 97,000); in the data active = inhibition above about 34%, passing the limit was not always enough
PLK1 kinase inh: inhibitors of human PLK1 kinase | inhibition, % at 10 µM | actives 0.53% (n = 97,000) | AID 619 | recombinant PLK1 kinase, TR-FRET peptide phosphorylation;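 active = inhibition of 50% or more in the single-concentration screen; inactive = inhibition below 50%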;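 also: 0% = DMSO max control and 100% = H-89 dihydrochloride min control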
CYP2C19 inh: inhibitors of human CYP2C19. P33261. CYP2C19 Supersomes, luciferin-H EGE luminescence, 30 min. inhibition, % at 5 µM. actives 21% (n = 96,000). AID 778;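 active = CYP2C19 inhibition above a set limit at 5 µM in the primary screen, cut at about 50% in these data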;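 also: plate controls were negative control wells for no effect and 2.5 mM tranylcypromine positive control for full effect; values of inactives mirror those of a sister screen read the other way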
Target sequence (P33261 whole entry, looked up): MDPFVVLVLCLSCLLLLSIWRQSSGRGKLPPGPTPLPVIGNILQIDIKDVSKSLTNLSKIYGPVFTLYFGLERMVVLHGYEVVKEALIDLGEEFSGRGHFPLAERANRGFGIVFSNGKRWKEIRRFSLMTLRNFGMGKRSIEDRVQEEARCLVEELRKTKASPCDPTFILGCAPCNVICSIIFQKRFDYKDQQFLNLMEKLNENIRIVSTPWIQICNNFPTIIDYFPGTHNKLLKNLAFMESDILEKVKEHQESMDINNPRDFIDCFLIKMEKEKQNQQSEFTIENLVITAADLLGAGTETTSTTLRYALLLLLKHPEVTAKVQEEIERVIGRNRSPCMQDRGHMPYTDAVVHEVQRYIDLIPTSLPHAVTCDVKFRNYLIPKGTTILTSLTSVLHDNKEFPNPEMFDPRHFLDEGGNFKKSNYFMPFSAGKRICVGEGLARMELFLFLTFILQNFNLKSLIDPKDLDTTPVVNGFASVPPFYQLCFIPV
HIV Rev-RRE inh: inhibitors of HIV-1 Rev-RRE RNA interaction. inhibition, % at 8 µM. actives 0.79% (n = 97,000). AID 704. Rev peptide-RRE RNA binding, FRET. P05866;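 active = inhibition above the screen-wide mean plus 3 SD, cut at about 35% in these data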;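 also: 0% = median DMSO wells and 100% = median Neomycin B control wells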
Target sequence (P05866 whole entry, looked up): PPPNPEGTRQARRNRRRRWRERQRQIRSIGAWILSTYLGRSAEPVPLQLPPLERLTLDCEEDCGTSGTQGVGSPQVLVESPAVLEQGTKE
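Probe or stimulus: fluorescein-Rev peptide as binding partner; assay system: Cy5-tagged RRE RNA duplex with fluorescein-tagged Rev peptide; timing: 5 min compound–RNA preincubation, then 15 min with peptide, 25 °C; medium: HEPES pH 7.5 buffer with KCl, MgCl2, NaCl and EDTA; signal: fluorescein-to-Cy5 FRET, 480 nm excitation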
CYP2C9 inhib: blocks human cytochrome P450 2C9; inhibition, % at 5 µM; AID 777; P11712; actives 20% (n = 96,000); CYP2C9 Supersomes, luciferin-H conversion, luminescence;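 active = blocking of liver enzyme CYP2C9 beyond about 50% at 5 µM, limit read from the data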; also: values of inactives mirror those of a sister screen read the other way
CYP2C9 activ: activators of human CYP2C9 | P11712 | recombinant CYP2C9, luciferin-H conversion, luminescence; hits give high values; factor 1 = untreated enzyme, 0 = blocked | activation factor at 5 µM | actives 1.4% (n = 96,000) | AID 1024;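 active = activation factor of 2 or more for CYP2C9 at a 5 µM dose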;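 also: 0 = sulfaphenazole-blocked wells and 1 = vehicle-only wells; values of inactives mirror those of a sister screen read the other way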
CYP2C19 act: increases human CYP2C19 enzyme activity | P33261 | recombinant CYP2C19, luciferin-H EGE luminescence; hits give high values; 0 = fully inhibited enzyme, 1 = untreated enzyme | activation factor at 5 µM | 96,000 tested, under 10 active;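 active = activation factor of at least 2 at 5 µM in the primary screen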;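 also: 0 = wells with 2.5 mM tranylcypromine and 1 = vehicle-only wells; values of inactives mirror those of a sister screen read the other way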
PLAP act: activates human placental alkaline phosphatase; P05187; purified PLAP enzyme, luminescent substrate read-out; hits give high values; activation fold at 20 µM; actives 1.2% (n = 96,000); AID 696; in the data active = activation fold above about 2
Target sequence (P05187 whole entry, looked up): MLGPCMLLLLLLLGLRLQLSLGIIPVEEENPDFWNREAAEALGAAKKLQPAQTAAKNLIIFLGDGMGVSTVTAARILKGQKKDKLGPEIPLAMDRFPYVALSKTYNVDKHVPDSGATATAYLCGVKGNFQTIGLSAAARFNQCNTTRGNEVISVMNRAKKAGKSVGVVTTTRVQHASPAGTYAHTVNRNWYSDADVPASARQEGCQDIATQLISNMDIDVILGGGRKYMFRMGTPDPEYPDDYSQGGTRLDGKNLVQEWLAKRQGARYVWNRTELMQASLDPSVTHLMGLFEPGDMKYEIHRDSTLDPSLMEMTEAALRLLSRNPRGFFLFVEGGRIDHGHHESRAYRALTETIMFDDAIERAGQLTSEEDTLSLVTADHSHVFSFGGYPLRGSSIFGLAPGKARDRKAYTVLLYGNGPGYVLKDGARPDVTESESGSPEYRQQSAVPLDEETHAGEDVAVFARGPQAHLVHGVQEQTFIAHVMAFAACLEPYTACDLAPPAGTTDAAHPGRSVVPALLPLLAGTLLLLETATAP
Active calls of the source: *; / = not tested or not shown. This is a random part of the collection; any-hit rate near 29%.

#	EphB4 ephrin blk	Plk1 PBD FP	PLK1 kinase inh	CYP2C19 inh	HIV Rev-RRE inh	CYP2C9 inhib	CYP2C9 activ	CYP2C19 act	PLAP act	structure
1	-1	5	-29	80*	14	72*	0.3	0.2	1.8	Cc1cccc(C)c1N(CC(O)Cn1c2ccccc2c2ccccc21)S(C)(=O)=O (stereo unspecified)
2	-3	-19	68*	24	5	79*	0.2	0.8	1.7	Cc1ccc(-c2nc(CS(=O)CC(=O)N3CCN(c4ncccn4)CC3)c(C)o2)cc1 (stereo unspecified)
3	-7	-15	1	82*	10	72*	0.3	0.2	2.1*	COc1ccc(N(CC(=O)Nc2ccc(C)c(C)c2)S(=O)(=O)c2c(C)n[nH]c2C)cc1
4	-1	30	-3	14	5	25	0.7	0.9	1.4	COc1cccc(N2CC(O)Cn3c2nc2c3c(=O)n(CCCc3ccccc3)c(=O)n2C)c1 (stereo unspecified)
5	-2	-1	-8	42	0	-4	1	0.6	1.4	COc1ccc(-n2c(-c3ccco3)n[nH]c2=S)cc1
6	8	-18	-7	26	1	11	0.9	0.7	1	CCN1C(=O)N(c2ccc(Cl)cc2)C(C)=CC1(C)C
7	-4	-13	0	41	6	-47	1.5	0.6	0.9	C=CCc1cccc(CNc2nc3ccccc3n2CCC)c1O
8	-7	9	-7	/	2	/	/	/	/	Cc1[nH]c2ccccc2c1C1C(c2ccccc2)=NN=C(C(C)C)N1O (stereo unspecified)
9	/	/	/	1	/	4	1	1	1	CCOC(=O)Cn1nnnc1C(CC)N(Cc1cc2c(C)cc(C)cc2[nH]c1=O)C1CCCC1 (stereo unspecified)
10	2	-9	5	26	1	6	0.9	0.7	0.8	O=C(NCc1cccnc1)/C(=N\O)c1ccccc1
11	/	/	/	46	/	90*	0.1	0.5	1.2	CCCCNC(=O)c1ccc2c(c1)N(CC)C(=O)c1ccccc1S2(=O)=O
12	-2	11	-9	13	0	6	0.9	0.9	0.9	COc1ccc(N2C(=O)CS/C2=C\[N+](=O)[O-])cc1
13	6	17	-13	/	7	/	/	/	/	CCCCCc1c(C)nc(N2CCc3ccccc32)[nH]c1=O
14	/	/	/	-4	/	-15	1.1	1	1	CN1CCN(C(=O)c2ccc(C(C)(C)C)cc2)CC1
15	-5	-1	-14	99*	5	84*	0.2	0	1	CC(=O)OCCN(Cc1ccccc1)Cc1ccc2c(c1)OCO2
16	-2	8	-8	-7	4	-117	2.2*	1.1	1	CC(=O)CCc1c(C)[nH]c2ccccc2c1=O
17	3	-11	18	25	1	-75	1.8	0.8	1.1	COc1ccccc1NC(=O)C1CCN(c2ncccn2)CC1
18	-5	-3	-18	-20	56*	-15	1.2	1.2	0.9	C=CCn1c(NCCO)nc2c1c(=O)n(C)c(=O)n2C
19	-3	-19	-1	16	6	17	0.8	0.8	0.7	CC(=O)Nc1ccc(S(=O)(=O)N2CCCCC2c2cccnc2)cc1 (stereo unspecified)
20	-4	-9	-6	/	0	/	/	/	/	Cc1cc(NC(=O)CCC(=O)N(c2cccnc2)C(C(=O)NC2CCCC2)c2ccccc2F)no1 (stereo unspecified)
21	11	-21	2	97*	6	76*	0.2	0	0.9	O=C(Cc1ccc(Br)cc1)N1CCN(c2ccc(F)cc2)CC1
22	12	-21	-5	-1	6	-5	1	1	1.1	CC(=O)Nc1nnc(SCC(=O)NC(C)(C)C)s1
23	4	-6	8	71*	-6	75*	0.2	0.3	1.1	CCOC(=O)C1CCN(C(=O)Nc2ccc3nc(-c4ccco4)c(-c4ccco4)nc3c2)CC1
24	4	-4	-12	22	10	16	0.8	0.8	0.9	CC(C(=O)NC(=O)NCc1ccccc1)N1C(=O)c2ccccc2C1=O (stereo unspecified)
25	-1	32	-5	9	8	22	0.8	0.9	0.9	COc1ccc(COC(=O)NC2CCN(S(=O)(=O)c3ccc(OC)cc3)CC2)cc1
26	/	/	/	48	/	0	1	0.5	0.8	COCc1[nH]nc2c1C(c1ccc(F)cc1F)C(C#N)=C(N)O2 (stereo unspecified)
27	/	/	/	75*	/	67*	0.3	0.3	0.9	O=C(NCc1cccs1)c1cccc(S(=O)(=O)N2CCCCC2)c1
28	-10	-1	-14	37	2	6	0.9	0.6	1.1	CCOC(=O)C(C(=O)NCc1ccc(C)cc1)c1ncc(C(F)(F)F)cc1Cl (stereo unspecified)
29	8	11	-11	61*	3	32	0.7	0.4	1.1	Cc1ccc2c(c1)c1c3n2CCCN(Cc2ccccc2)C3CCC1 (stereo unspecified)
30	1	-10	-9	/	6	/	/	/	/	CCCCN(CC)CCNC(=O)c1cc2c(C)nc3ccccc3c2o1
31	10	22	-9	1	5	-4	1	1	1.2	CC(C)c1nnc(NC(=O)CCC(=O)N2CCN(c3ccccn3)CC2)s1
32	-10	28	-5	-2	6	4	1	1	0.8	Cc1cc(=O)n2c(-c3ccccc3C)n[nH]c2n1

Continued (six carried over from the part before).
#	EphB4 ephrin blk	Plk1 PBD FP	PLK1 kinase inh	CYP2C19 inh	HIV Rev-RRE inh	CYP2C9 inhib	CYP2C9 activ	CYP2C19 act	PLAP act	structure
27	/	/	/	75*	/	67*	0.3	0.3	0.9	O=C(NCc1cccs1)c1cccc(S(=O)(=O)N2CCCCC2)c1
28	-10	-1	-14	37	2	6	0.9	0.6	1.1	CCOC(=O)C(C(=O)NCc1ccc(C)cc1)c1ncc(C(F)(F)F)cc1Cl (stereo unspecified)
29	8	11	-11	61*	3	32	0.7	0.4	1.1	Cc1ccc2c(c1)c1c3n2CCCN(Cc2ccccc2)C3CCC1 (stereo unspecified)
30	1	-10	-9	/	6	/	/	/	/	CCCCN(CC)CCNC(=O)c1cc2c(C)nc3ccccc3c2o1
31	10	22	-9	1	5	-4	1	1	1.2	CC(C)c1nnc(NC(=O)CCC(=O)N2CCN(c3ccccn3)CC2)s1
32	-10	28	-5	-2	6	4	1	1	0.8	Cc1cc(=O)n2c(-c3ccccc3C)n[nH]c2n1
33	2	0	-3	28	3	44	0.6	0.7	1.8	CC(C)CC(NC(=O)C(Cc1ccc(OCc2ccccc2)cc1)NC(=O)OC(C)(C)C)C(N)=O (stereo unspecified)
34	6	7	-8	8	9	-5	1.1	0.9	0.9	CCOC(=O)Cn1c(C)nc2ccccc21
35	3	-5	-9	96*	10	87*	0.1	0	1.5	OCCn1c(-c2ccc3c(c2)OCO3)csc1=Nc1ccccc1
36	/	/	/	-2	/	-97	2*	1	1.1	Cc1ccc(S(=O)(=O)N2CCCCC2)cc1C(=O)Nc1ncn[nH]1
37	6	-6	-9	39	3	27	0.7	0.6	1.3	COc1ccc([C@H]2[C@H](C(=O)C(C)(C)C)N3N=Cc4ccccc4C3[C@]23N=C(c2ccccc2)OC3=O)cc1 (stereo partly specified)
38	4	-31	-7	16	7	22	0.8	0.8	1	COCCNC(=O)c1ccc(NS(C)(=O)=O)cc1
39	-3	-26	-21	-16	8	-14	1.1	1.2	1.3	O=C(NCc1cn2ccccc2n1)c1ccco1
40	/	/	/	-1	/	-14	1.1	1	0.9	CCOC(=O)N1CCC(NC(=O)CCc2c(C)nc3nc(C)nn3c2C)CC1
41	/	/	/	-6	/	-10	1.1	1.1	1.2	O=C1COc2ccc(C(=O)COC(=O)Cn3cnc4ccccc43)cc2N1
42	/	/	/	47	/	-64	1.6	0.5	1.2	CCn1cc(CNC(=O)c2cc(Cl)ccc2OC)c(C)n1
43	-2	-9	-15	21	4	15	0.8	0.8	1.5	Clc1ccc(Cn2nnc(-c3ccc(CN4CCOCC4)cc3)n2)cc1
44	/	/	/	-8	/	17	0.8	1.1	1.1	Cc1nnc(SCC(=O)NCc2ccc(Cl)cc2)[nH]c1=O
45	/	/	/	5	/	-4	1	0.9	1	Cc1cc(C(=O)OCC(=O)Nc2nc(-c3ccccc3)cs2)c(C)o1
46	-4	-3	-20	17	-1	-81	1.8	0.8	1.1	CCOc1ccccc1C(=O)Nc1cccc(-c2nnc(-c3ccccc3)o2)c1
47	3	16	-13	15	8	40	0.6	0.8	0.9	COC(=O)c1ccc(NC(=O)CSc2nnc(CNc3ccc(F)cc3)n2C)cc1
48	1	-12	1	47	6	47	0.5	0.5	1.5	Clc1ccc(CN2CCC(c3nc4ccc(Cl)cc4[nH]3)CC2)cc1
49	1	-5	-13	17	18	4	1	0.8	0.7	Cc1ccccc1OCC(=O)Nc1ccccc1N1CCCCC1
50	-3	-5	-24	23	4	42	0.6	0.8	0.9	CCC(=O)N1c2ccc(S(=O)(=O)CCC(=O)NCc3ccc4c(c3)OCO4)cc2CC1C (stereo unspecified)
51	6	-4	12	-6	36*	-4	1	1.1	0.7	c1coc(CNc2c3c(nc4ccccc24)CCC3)c1
52	-5	-15	-3	2	-3	8	0.9	1	0.9	CCC(C)C(NC(=O)C1CCC(C)CC1)C(=O)NC(C(=O)OC)C(C)C (stereo unspecified)
53	-3	20	-8	74*	4	43	0.6	0.3	1	CN1C(=O)c2cccc(NC(=O)C3CCCCC3)c2C1=O
54	/	/	/	11	/	11	0.9	0.9	1.5	O=C(NCC1CCCO1)c1nc2c(nnn2Cc2ccc(F)cc2)c(=O)[nH]1 (stereo unspecified)
55	0	10	-12	24	4	30	0.7	0.8	0.7	CC(/C=C1\N=C(SCc2ccccc2Cl)SC1=O)=C\c1ccccc1
56	5	-14	-9	/	18	/	/	/	/	CC(Nc1nc(N2CCN(S(C)(=O)=O)CC2)nc2ccccc12)c1ccccc1 (stereo unspecified)
57	-2	-8	5	81*	2	49	0.5	0.2	1.5	Cc1ccc2cc(CN(Cc3nnnn3C3CCCCC3)CC3CCCO3)c(=O)[nH]c2c1 (stereo unspecified)
58	3	-5	-15	-6	5	41	0.6	1.1	0.9	O=C1C2C3C=CC(C3)C2C(=O)N1/N=C/c1cc(Br)cc([N+](=O)[O-])c1O (stereo unspecified)
59	2	-17	-5	-11	9	40	0.6	1.1	1	O=C(C1CCC1)N1CCc2cc(S(=O)(=O)NC3CCCc4ccccc43)ccc21 (stereo unspecified)
60	-6	-6	-2	3	0	-132	2.3*	1	1.4	CCCCC(=O)NCCc1cc2c(OC)ccc(OC)c2[nH]c1=O
61	-14	18	-12	16	-1	14	0.9	0.8	1	COc1cc(C(=O)NCc2ccc(-c3nc4ccccc4o3)cc2)cc(OC)c1OC
62	2	-19	1	-2	3	-2	1	1	1	O=C(NCC(=O)N(CC1CCCO1)C1(C(=O)NC2CCCCC2)CCCCC1)c1ccccc1 (stereo unspecified)
63	-1	12	-10	6	10	-2	1	0.9	0.8	CCOCCCNC(=O)c1cccs1
64	-1	8	-8	1	1	-4	1	1	1.1	CC(C)COc1ccc(C(=O)NC(CC(C)C)C(=O)O)cc1 (stereo unspecified)
65	6	-11	9	6	3	18	0.8	0.9	1	c1ccc(N2CCCCC2)c(NC2=NCCC2)c1
66	8	-5	4	16	6	18	0.8	0.8	1.3	CCCCOC(=O)Nc1nnc(CC)s1
67	2	-29	-5	-2	9	0	1	1	0.9	CC1(C)NC(=O)N(CC(O)CN2CCCCC2)C1=O (stereo unspecified)
68	-3	9	3	84*	-3	92*	0.1	0.2	1.8	Cc1nc2ccc(S(=O)(=O)NC(C(=O)Nc3nc4ccc(Cl)cc4s3)C(C)C)cc2s1 (stereo unspecified)
69	0	-22	2	0	1	0	1	1	2*	O=C(CN1CCN(Cc2ccccc2F)C1=O)NCc1ccco1
70	/	/	/	0	/	5	1	1	1.2	Cc1ccccc1CN1CCNC(=O)C1CC(=O)O (stereo unspecified)
71	1	25	-7	44	-3	54*	0.5	0.6	1.4	CC(=O)N1CCN(c2ccc(NCc3ccc(C)cc3)cc2)CC1
72	3	-34	-6	-2	1	1	1	1	0.9	COc1ccccc1N1CCN(C(=O)C2CCC(Cn3c(=S)[nH]c4ccccc4c3=O)CC2)CC1 (stereo unspecified)
